NPY Y2 blocker: blocks the human neuropeptide Y Y2 receptor; P49146; NPY-Y2 expressing cells, antagonist mode; AID 793; inhibition, % at 2.7 µM; 140,000 compounds, 0.99% hits; in the data active = inhibition above about 17%;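 also: 0% = vehicle with agonist challenge and 100% = reference antagonist with challenge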
Target sequence (P49146 whole entry, looked up): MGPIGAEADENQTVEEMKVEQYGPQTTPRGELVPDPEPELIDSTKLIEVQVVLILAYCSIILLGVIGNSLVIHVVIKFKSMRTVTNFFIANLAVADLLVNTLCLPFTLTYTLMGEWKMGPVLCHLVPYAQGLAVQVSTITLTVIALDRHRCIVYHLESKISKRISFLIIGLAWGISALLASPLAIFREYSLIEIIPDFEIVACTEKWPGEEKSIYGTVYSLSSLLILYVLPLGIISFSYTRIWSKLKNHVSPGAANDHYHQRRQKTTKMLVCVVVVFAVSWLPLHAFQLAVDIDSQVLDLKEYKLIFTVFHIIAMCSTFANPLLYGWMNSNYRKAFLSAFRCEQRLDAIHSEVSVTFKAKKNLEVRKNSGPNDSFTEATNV
HCT116 bCat-KO: beta-catenin-lacking colon tumor cell growth suppression; HCT116 beta-catenin knockout viability, CellTiter-Glo, 60 h; hits give low values; 140,000 compounds, 1.5% hits; viability, % at 10 µM;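 active = viability at or under a set limit, the compound median less 4 SD, cut at about 6% in these data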;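 also: 0% = Hyamine 1622 control at 20 µM and 100% = untreated cell control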
Measles CPE: protection of cells from measles virus | Measles virus-infected cells, CPE protection, absorbance | protection (pct of control), % at 4 µM | 140,000 compounds, 1.5% hits | AID 841; in the data active = protection mostly above about 24%, no sharp cut-off; inactive = mostly below about 26%; also: some compounds called inactive have numbers as strong as hits
GALR2 blocker: antagonists of human galanin receptor 2 (GALR2); O43603; GALR2-expressing cells, antagonist mode; inhibition, % at 4 µM; 140,000 compounds, 0.39% hits; AID 828; in the data active = inhibition above about 27%;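 also: cells stimulated with galanin 1-16 at roughly its EC80; 0% = agonist challenge control and 100% = basal control without agonist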
Target sequence (O43603 whole entry, looked up): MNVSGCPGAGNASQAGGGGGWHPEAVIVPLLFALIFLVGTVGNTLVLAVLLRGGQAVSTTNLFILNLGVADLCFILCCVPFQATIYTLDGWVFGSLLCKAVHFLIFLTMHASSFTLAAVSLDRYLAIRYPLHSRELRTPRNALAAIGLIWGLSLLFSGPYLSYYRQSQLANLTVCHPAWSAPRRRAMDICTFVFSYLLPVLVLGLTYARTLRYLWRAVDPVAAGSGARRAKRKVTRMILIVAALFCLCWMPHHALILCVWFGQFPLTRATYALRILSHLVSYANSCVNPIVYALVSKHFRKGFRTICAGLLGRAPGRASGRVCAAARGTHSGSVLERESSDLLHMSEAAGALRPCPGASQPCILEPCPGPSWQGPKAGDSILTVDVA
MRP1 act: MRP-1 activation; H69AR cells + doxorubicin, viability rescue, CellTiter-Glo; viability increase, % at 10 µM; 140,000 compounds, 0.61% hits;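 active = viability gain under doxorubicin at or above a set limit, the compound median plus 3 SD, cut at about 4.7% in these data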;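 also: MRP-1 overexpressing cells given doxorubicin 25 µM after compound pretreatment; 18-22 h compound pretreatment then 72 h with doxorubicin before readout; 0% = doxorubicin-only wells and 100% = vehicle-treated cells without doxorubicin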
E-sel TNF inh: TNF alpha driven E-selectin expression inhibition; HUVEC TNFa-induced E-selectin immunofluorescence, high content; inhibition, % at 2 µM; 120,000 compounds, 0.71% hits;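 active = inhibition above the batch mean plus 3 SD, and confirmed as a hit on visual image review, cut at about 43% in these data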;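 also: 0% = TNF-stimulated DMSO wells and 100% = unstimulated control wells; not every result past the cut was called active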
Yeast life ext: extends the lifespan of yeast | S. cerevisiae growth with nicotinamide, OD615; deaD strain in restrictive glucose medium | inhibition of the nicotinamide effect, % at 10 µM | 130,000 compounds, 0.68% hits | AID 775;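 active = inhibition above a set limit, placed 3 SD over the median of all compounds, cut at about 26% in these data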;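 also: 0% = nicotinamide-treated wells and 100% = cells grown without nicotinamide; some compounds called inactive have numbers as strong as hits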
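Buffer or medium: CSMM-D glucose medium, restrictive; test system: modified budding yeast, DeaD strain; compound: single dose 10 µM compound, 0.25% DMSO; schedule: culture preincubation 4 h, compound exposure 48 h, both 30 °C; detection: optical density (absorbance) at 615 nm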
PTEN del growth: PTEN-deleted cell growth suppression | HCT116 PTEN-null viability, CellTiter-Glo, 60 h; hits give low values | viability, % at 10 µM | 140,000 compounds, 1.2% hits | AID 827;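 active = viability at or below a set limit, 4 SD under the median of all tested compounds, cut at about 3.7% in these data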;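 also: PTEN knockout HCT116 line with beta catenin targeted HCT116 as companion control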
Phagocytosis inh: blocks phagocytosis by macrophages | J774A.1 macrophage IgG-bead phagocytosis, imaging | inhibition, % at 5 µM | 110,000 compounds, 0.07% hits | AID 1029;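 active = inhibition above the mean of the plate negative controls plus 5 SD, cut at about 13% in these data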;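 also: phagocytic index as fraction of beads internalized from green versus red external bead signal; plate controls were DMSO negative control for no effect and cytochalasin-D positive control for full effect; some results beyond the cut were filed as inactive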
Yeast growth inh: yeast BB579 growth reduction in restrictive medium; S. cerevisiae BB579 growth, OD615, 48 h; inhibition, % at 10 µM; 140,000 compounds, 0.51% hits;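 active = inhibition above a set limit, 3 SD over the mean compound inhibition, cut at about 44% in these data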; also: inactives centre near -24
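Detection: OD615 turbidity measurement; Material: Saccharomyces cerevisiae DeaD strain BB579, replicative lifespan model yeast; Timing: 48 h exposure, 30 °C; Doses: single 10 µM dose; Medium: CSMM-D restrictive synthetic medium containing dextrose (glucose); Controls: amphotericin B at 10 µg/mL as positive control.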
* = called active by the depositor; x = not tested or not shown.

A first look, 2 compounds:
cpd	molecule	NPY Y2 blocker	E-sel TNF inh	Yeast growth inh	Phagocytosis inh	PTEN del growth	Yeast life ext	Measles CPE	GALR2 blocker	MRP1 act	HCT116 bCat-KO
1	O=C1C(c2ccncc2)=C(O)c2ccccc21	2	-35	-22	-1	101	-10	12	7	-0.7	96
2	Cc1onc(-c2ccccc2)c1C(=O)Nc1ccncc1	2	-13	-13	0	101	3	6	-3	1.3	106

The listing (from the top)
cpd	molecule	NPY Y2 blocker	E-sel TNF inh	Yeast growth inh	Phagocytosis inh	PTEN del growth	Yeast life ext	Measles CPE	GALR2 blocker	MRP1 act	HCT116 bCat-KO
1	O=C1C(c2ccncc2)=C(O)c2ccccc21	2	-35	-22	-1	101	-10	12	7	-0.7	96
2	Cc1onc(-c2ccccc2)c1C(=O)Nc1ccncc1	2	-13	-13	0	101	3	6	-3	1.3	106
3	Cc1ccc(S(=O)(=O)CCc2nnc(NC(=O)c3cnccn3)s2)cc1	1	-12	-18	1	107	-7	8	-6	0.7	107
4	Cc1cc2ccccc2n2c(SCC(=O)N3CCc4ccccc4C3)nnc12	1	8	-21	x	95	x	8	-13	-0.4	96
5	COCCCNC(=O)CS(=O)(=O)Cc1nc(-c2cccc(OC)c2)oc1C	9	x	-55	x	99	1	3	-3	-1.7	95
6	O=C(C1=COCCO1)N1CCN(C(c2ccccc2)c2ccccc2)CC1	4	-1	-27	0	91	-7	24	-7	0.2	97
7	Cc1ccccc1C(=O)c1c[nH]c(C(=O)NCC2CCCO2)c1 (configuration not stated)	3	-37	-41	x	89	-10	7	5	-0.3	89
8	CN(C=C1C(=O)CC(C)(C)CC1=O)CCN1CCNCC1	-1	1	-17	0	88	19	1	2	-0.4	92
9	COc1cccc(/C=C2\N=C(c3c(-c4ccccc4)noc3C)OC2=O)c1OC	2	-1	-38	1	93	-7	14	0	-0.4	102
10	O=C1Nc2ccccc2Nc2ncccc21	3	1	-2	-2	81	-13	7	-1	-2.7	83
11	COc1ccc(C(=O)Nc2ccccc2C(N)=O)cc1	1	-4	-13	-1	92	-25	7	-1	0.2	85
12	Cc1c(NC(=O)C(C)N2C(=O)C3C4C=CC(C4)C3C2=O)c(=O)n(-c2ccccc2)n1C (configuration not stated)	3	x	6	0	97	-7	14	-11	-2.3	92
13	COc1ccc(CNC(=O)c2c(O)c3cccc4c3n(c2=O)CCC4)cc1	1	-20	-3	2	81	34*	4	-4	3.5	92
14	Cc1[nH]c(=O)[nH]c(=O)c1S(=O)(=O)N1CCCC(C(=O)NCc2ccccc2Cl)C1 (configuration not stated)	3	5	-8	2	96	-1	16	-3	-1.0	89
15	O=C(CSc1nnc(-c2ccccc2)o1)n1c2c(c3ccccc31)CCCC2	1	12	-42	-1	95	-6	1	4	-0.8	94
16	Cc1sc2nc(CN3CCC(C)CC3)nc(Cl)c2c1C	2	x	-8	-6	0.8*	4	15	7	-5.9	0.9*
17	COc1cc2c(cc1OC)CN(C(=O)COc1ccc(C#N)cc1)CC2	0	7	-47	x	83	-9	9	-5	-1.2	92
18	CC(C)c1ccc(NS(=O)(=O)c2ccc(Cl)nc2)cc1	1	-7	-17	-8	86	0	22	-2	-0.3	97
19	Clc1ccc(-n2nnnc2SCc2c(-c3ccccc3)nc3sccn23)cc1	6	35	-33	1	59	-11	7	13	0.4	39
20	COC(=O)c1c(NC(=O)CN2C(=O)NC3(CCc4ccccc4C3)C2=O)sc2c1CCCCC2 (configuration not stated)	7	-18	-52	-2	90	3	4	-8	-0.5	83

Other structures.
cpd	molecule	NPY Y2 blocker	E-sel TNF inh	Yeast growth inh	Phagocytosis inh	PTEN del growth	Yeast life ext	Measles CPE	GALR2 blocker	MRP1 act	HCT116 bCat-KO
21	CCOC(=O)CSc1nc(C)cc(C)n1	4	14	-30	0	105	-10	8	-10	0.0	98
22	Cn1c(CC2C(=O)Nc3ccc(Br)cc32)nc2ccccc2c1=O (configuration not stated)	-1	-31	-15	-1	69	-12	3	18	-5.4	60
23	COc1ccc(C(C(=O)Nc2ccc(C(C)C)cc2)N(C)C(=O)CNC(C)=O)cc1 (configuration not stated)	6	3	2	1	93	-11	3	1	1.5	88
24	CC(C)NC(=O)CC(=O)N/N=C/c1ccc(F)cc1	-1	x	-31	x	92	-10	8	-7	-2.3	94
25	C/C(N)=N\S(=O)(=O)c1ccc(Cl)cc1	2	-13	-14	1	98	-16	23	0	-3.0	96
26	CC(CCc1ccco1)NC(=O)Cn1ncc2c1-c1ccccc1OC2 (configuration not stated)	4	x	-10	0	102	-5	6	5	-3.9	93
27	CCOc1ccc(CCNC(=O)c2ccc(CNS(=O)(=O)c3ccccc3)cc2)cc1OCC	1	-6	-21	-4	71	2	8	-2	-2.6	80
28	COc1ccc(/C=N/Nc2nnc(-c3ncc[nH]3)c3ccccc23)cc1	-1	9	-30	x	87	-19	3	7	-4.1	77
29	O/N=C1/CCc2nonc2/C1=N/O	0	8	-3	-3	92	-3	0	-5	0.5	82
30	COc1ccccc1N(CC(=O)Nc1cccnc1)S(=O)(=O)c1ccccc1	1	8	-17	-2	98	-5	2	8	-1.7	86
31	CCOC(=O)CSc1nnc([C@H](C)NC(=O)OC(C)(C)C)o1	2	-3	-36	-1	98	-6	15	-1	0.1	99
32	CCOC(=O)c1cc(=O)n2nc(-c3ccc(C)cc3)nc2s1	1	-37	-14	-1	91	-8	8	-5	-1.4	92
33	CCOC(=O)c1cnc2ccc(OCC)cc2c1N(C)Cc1ccccc1	35*	2	-2	-6	61	-5	16	-14	-1.4	53
34	CC(C)N1C(=O)C2C(c3ccccc3O)NC(C)(C(=O)O)C2C1=O (configuration not stated)	x	x	0	1	100	-9	26	x	1.0	100
35	CCCC(C)NC(=O)Cc1ccc(Br)cc1 (configuration not stated)	-2	x	-8	-5	97	2	2	-4	1.7	86
36	O=C(Cc1ccccc1)N1CCCC1c1ccccc1 (configuration not stated)	4	14	-15	-1	89	-3	16	-2	0.1	91
37	COc1ccc(-c2[nH]c(-c3ccccc3)nc2SCC(=O)Nc2nccs2)cc1	-2	-2	7	x	77	4	9	-7	-1.3	81
38	Cc1cccc(NC(=O)c2sc3nc(-c4ccc(F)cc4)cn3c2C)n1	3	x	-36	0	63	-9	1	3	-1.8	73
39	COC(=O)c1sc(NC(=O)CSc2nnc(C(C)C)n2C)nc1C	1	x	-34	-1	103	-3	4	-5	-1.0	94
40	CCOC(=O)N1CCN(S(=O)(=O)c2ccc3c(c2)CCN3C(=O)C2CC2)CC1	2	-3	-18	x	83	-3	8	7	-0.4	81

(listing goes on)
cpd	molecule	NPY Y2 blocker	E-sel TNF inh	Yeast growth inh	Phagocytosis inh	PTEN del growth	Yeast life ext	Measles CPE	GALR2 blocker	MRP1 act	HCT116 bCat-KO
41	COc1cc([N+](=O)[O-])ccc1NC(=O)CSc1nc2ccccc2n1-c1ccccc1	6	x	-36	x	86	-2	20	-5	-2.3	81
42	CCn1c(Cc2c(C)[nH]c3ccccc23)nnc1SCC(=O)NCc1ccco1	-2	-42	11	x	98	x	25	4	0.0	109
43	CCOC(=O)/C(=C/c1ccc(F)cc1)NC(C)=O	5	-1	-21	2	92	6	15	-10	-1.7	95
44	CCCCCn1c(=S)[nH]c2ncccc2c1=O	0	21	-14	0	93	-9	7	6	-1.4	85
45	CCC(=O)N(Cc1ccco1)c1nc(-c2ccc(OC)cc2)cs1	2	-17	-48	x	80	x	8	-3	-2.0	81
46	COc1ccc(-c2cc(C(F)(F)F)n3nc(C(=O)O)cc3n2)cc1OC	0	x	-74	0	98	-7	0	-3	-0.7	103
47	COc1cc(C(=O)NCCCNc2nc3cc(C)cc(C)c3cc2C#N)cc(OC)c1OC	1	2	-51	x	80	-19	27	-3	-2.6	88
48	CCN(Cc1ccccc1)C(=O)CN1C(=S)NC(C)(C)CC1C (configuration not stated)	-1	8	-3	-6	96	-2	6	7	-2.3	101
49	CC(C)C(=O)NC(=S)Nc1ccccn1	1	-9	-20	-6	94	-8	20	-5	-1.5	98
50	O=C(CSCc1ccccc1Br)N/N=C/c1ccc2c(c1)OCO2	10	x	-9	-7	86	-6	7	4	3.0	76
51	COc1ccccc1OCc1ccc(C(=O)NCc2ccco2)o1	1	8	-60	0	79	-23	4	-8	-3.0	84
52	CC(C)(C)c1ccc(C(=O)OCC(=O)Nc2sc3c(c2C#N)CCC3)cc1	0	x	-66	0	102	6	15	3	-0.2	97
53	Cc1ccccc1NC(=O)c1ccccc1NC(=O)c1ccco1	2	-20	-2	-2	92	-5	26	9	-1.2	91
54	CC(SCc1ccccc1)C(=O)N/N=C/c1ccc2c(c1)OCO2 (configuration not stated)	4	x	-20	0	101	-32	5	-2	-2.4	92
55	CCCc1cc(=O)[nH]c(SCCOc2ccc(OCC)cc2)n1	6	20	-63	0	96	-10	15	-6	-0.8	87
56	CC(C)NC(=S)N/N=C/C1=CCC2CC1C2(C)C (configuration not stated)	0	6	0	-10	60	1	15	3	-1.9	65
57	O=P(Cc1ccncc1)(c1ccccc1)c1ccccc1	3	-15	-30	x	93	-6	14	-13	-0.6	94
58	CCOC(=O)Nc1sc(=S)n(C)c1C	2	-8	-24	x	104	-4	23	2	-0.9	96
59	CC(NC(=O)c1cncc(Br)c1)c1ccc(S(N)(=O)=O)cc1 (configuration not stated)	1	x	-31	-3	98	-14	18	-5	-0.9	93
60	CC1(C)SC(=Nc2ccccc2)N(S(=O)(=O)c2ccccc2)C1=O	4	x	-45	-4	92	4	6	5	-1.1	88

Compound activity deposited in PubChem BioAssay by several laboratories.
